Compound activity deposited in PubChem BioAssay by National Center for Advancing Translational Sciences (NCATS).
AmpC no deterg – qHTS Inhibitors of AmpC Beta-Lactamase (assay without detergent); AmpC nitrocefin hydrolysis, absorbance 480 nm, 0.0001% Triton; AID 485341, 2010; 330,000 tested, 0.52% active; Potency, µM (doses to about 57.1 µM), inactives show top-dose activity change, negative = inhibition, most hits filed as inhibitors; P00811;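 also: potency is read from the fitted curve at half-maximal effect; plate controls were no compound for no effect and no enzyme for full effect; nearly all actives have a fitted effect of over 20% in size; some results filed as inactive show a strong effect at the top dose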
Target sequence (P00811 whole entry, looked up): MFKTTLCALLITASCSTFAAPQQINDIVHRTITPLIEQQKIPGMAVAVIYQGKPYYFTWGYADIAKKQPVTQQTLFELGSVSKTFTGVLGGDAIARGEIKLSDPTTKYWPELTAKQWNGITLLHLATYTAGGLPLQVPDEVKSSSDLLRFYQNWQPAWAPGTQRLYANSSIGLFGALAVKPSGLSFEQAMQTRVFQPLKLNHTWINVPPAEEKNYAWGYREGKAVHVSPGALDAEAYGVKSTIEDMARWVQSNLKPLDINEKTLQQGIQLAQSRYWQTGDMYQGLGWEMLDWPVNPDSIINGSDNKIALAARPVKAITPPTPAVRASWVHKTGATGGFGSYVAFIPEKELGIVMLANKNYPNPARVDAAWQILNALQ
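AmpC (5.3 nM in the dispensed reagent) in 20 mM phosphate pH 7.0 with 0.01% (detergent screen) or 0.0001% Triton X-100 was preincubated with compounds for 15 min at room temperature. Nitrocefin was then added from an 800 uM solution, and hydrolysis was followed at 480 nm.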
Shiga inhibitor – A qHTS for Small Molecule Inhibitors of Shiga Toxin | Vero cells, Shiga toxin protein synthesis inhibition reporter | inhibition, % at 38.7 µM | 290,000 tested, 9.2% active | AID 2315, 2010; in the data active = inhibition mostly above about 28%, no sharp cut-off; inactive = mostly below about 43%; also: 0% is about no effect
FBPA Giardia inh – qHTS Assay for Inhibitors of Fructose-1,6-bisphosphate Aldolase from Giardia Lamblia; purified Giardia FBPA; Potency, µM (titrated, usually from 59.6 µM), inactives show at the top dose activity, negative = inhibition, usual class: inhibitors; A8B2U2; 290,000 tested, 0.71% active; AID 2451, 2010; also: potency is read from the fitted curve at half-maximal effect; % is scaled to controls: 0 for no effect and ±100 for the full control effect; nearly all actives have a fitted effect of over 55% in size
Target sequence (A8B2U2 whole entry, looked up): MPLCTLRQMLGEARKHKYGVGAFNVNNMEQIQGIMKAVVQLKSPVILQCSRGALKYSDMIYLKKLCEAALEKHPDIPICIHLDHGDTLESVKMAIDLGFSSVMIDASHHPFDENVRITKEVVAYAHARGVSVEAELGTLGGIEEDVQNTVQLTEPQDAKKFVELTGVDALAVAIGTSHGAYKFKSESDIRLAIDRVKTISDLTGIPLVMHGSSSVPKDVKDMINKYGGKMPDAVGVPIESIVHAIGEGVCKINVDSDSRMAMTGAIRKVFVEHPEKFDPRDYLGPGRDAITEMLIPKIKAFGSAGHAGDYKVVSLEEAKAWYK
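Giardia FBPA (40 nM reagent) was preincubated 10 min at RT with compound (up to 57.5 uM final), then substrate plus GAPDH/TPI/NAD/arsenate coupling system with diaphorase/resazurin was added; resorufin fluorescence (525/598 nm) was read after 20 min.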
CHX counter – Cycloheximide Counterscreen for Small Molecule Inhibitors of Shiga Toxin | 300,000 tested, 12% active | AID 2314, 2010 | max response, % | cell reporter, cycloheximide protein synthesis inhibition counterscreen; in the data active = max response mostly above about 13%, no sharp cut-off; inactive = mostly below about 14%; also: read at 38.3 µM for the half of the compounds with a filed dose; 0% is about no effect
AmpC detergent – qHTS Inhibitors of AmpC Beta-Lactamase (assay with detergent) | 370,000 tested, 0.041% active | AID 485294, 2010 | AmpC hydrolysis of nitrocefin, absorbance 480 nm, 0.01% Triton | P00811 | Potency, µM (doses to about 114 µM), without a hit: top-dose activity change, negative = inhibition, actives largely listed as inhibitors;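 also: potency is read from the fitted curve at half-maximal effect; 0% = no-compound wells and -100% = no-enzyme wells; nearly all actives have a fitted effect of over 25% in size; some results filed as inactive show a strong effect at the top dose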
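AmpC (5.3 nM in the dispensed reagent) in 20 mM phosphate pH 7.0 with 0.01% (detergent screen) or 0.0001% Triton X-100 was preincubated with compounds for 15 min at room temperature. Nitrocefin was then added from an 800 uM solution, and hydrolysis was followed at 480 nm.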
HCMV antiviral – qHTS Assay for inhibitors of the human cytomegalovirus (HCMV); 410,000 tested, 4.5% active; HFF cells, HCMV-luciferase reporter, 72 h; active compounds read low; activity change, negative = inhibition, % at 57.5 µM; in the data active = activity change below about -60%; inconclusive = no clear call, values can overlap the other calls; inactive = above about -39%; also: % is scaled to controls: 0 for no effect and ±100 for the full control effect
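Screen run at 2 compound doses on HFFs infected with reporter HCMV, MOI 1 PFU/cell. Luciferase activity from cell lysates at 72 h post infection gave inhibition relative to buffer-only and Salinomycin wells.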
AMA1 RON2 block – qHTS for Inhibitors of AMA1-RON; Towards Development of Antimalarial Drug Lead: Primary Screen; 360,000 tested, 0.2% active; Plasmodium falciparum AMA1 (3D7) - RON2 peptide interaction; Potency, µM (doses to about 58.2 µM), for inactives: at the highest dose activity change, negative = inhibition, usual class: inhibitors; AID 720542, 2013; AlphaScreen AMA1-biotinylated RON2 peptide binding;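 also: potency is read from the fitted curve at half-maximal effect; 0% = vehicle wells and -100% = peptide control; nearly all actives have a fitted effect of over 45% in size; some results filed as inactive show a strong effect at the top dose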
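AMA1 (3D7) with his tag at 25 nM final met compounds first, then biotinylated RON2 peptide at 25 nM; detection used donor plus acceptor beads, 10 µg/mL apiece, read by AlphaScreen after 30 min at room temperature.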
The depositor's hits bear a star; ? = inconclusive; · = no result given; & = joins results of further samples; [ ] = dose if it differs, or a comment. Unless noted, calls follow the shape of the dose curve; as a rule, active = well fitted curve in the direction sought with a large enough effect; inconclusive = small, poorly fitted or top-dose-only effect, or another doubt; inactive = no such curve, though single readings can be large; an effect the other way counts as inactive or inconclusive.

SMILES,AmpC no deterg,Shiga inhibitor,FBPA Giardia inh,CHX counter,AmpC detergent,HCMV antiviral,AMA1 RON2 block
Cc1noc(C)c1COc1ccccc1C(=O)NC(C)c1ccc(Cl)cc1 (stereo not given),-3%,·,·,·,-6%,-13,-5%
Fc1ccccc1/C=N/Nc1ccc(Cl)nn1,-7%,38*,-3%,10,?,30,14%
Cc1ccc(NC(=O)Cn2c(=O)oc3ccccc32)c(C)c1,-19%,·,1%,-4,-11%,1,1%
COc1ccc(NC(=O)CN2C(=O)NC(C)(c3ccc4c(c3)OCCO4)C2=O)cc1S(N)(=O)=O (stereo not given),-22%,·,·,·,·,-7,-7%
CCC(Sc1nc(C)cc(C)n1)C(=O)Nc1nccs1 (stereo not given),-33%,-26,·,-8,-7%,22,-14%
Cc1cc(Br)c(S(=O)(=O)NCc2ccncc2)cc1C,-5%,-6,0%,-3,-1%,-82*,0%
Cc1ccccc1SCC(=O)N1CCN(c2ccc(C(F)(F)F)cn2)CC1,19%,7,1%,14,-13%,-32,-6%
CC(C)Cc1nnc(NC(=O)C2CCN(C(=O)c3ccc(Cl)cc3)CC2)s1,-6%,·,·,·,-6%,-14,5%
C/C(=N\NC(=O)c1cc2ccccc2cc1O)c1ccccn1,-52%,27,·,25*,-2%,-99*,60%[activator]
COCCN(C(=O)c1ccc(C#N)cc1)c1c(N)n(Cc2ccccc2)c(=O)[nH]c1=O,-14%,·,·,·,5%,-34,1%
CC(Oc1ccc2c3c(c(=O)oc2c1)CCCC3)C(=O)NCc1cccnc1 (stereo not given),19%,-7,·,7,-5%,-18,8%
CN(Cc1ccccc1)C(=O)CCNS(=O)(=O)c1ccc2c(c1)oc(=O)n2C,-18%,-16,-1%,-3,2%,29,-5%
COc1cc(-c2cc(=O)c3c(O)c(OC)c(OC)c(OC)c3o2)cc(OC)c1OC,-5%,-17,-6%&-1%,4,0%,14,-1%
CCN(CC)CCNC(=O)Cn1nc(Cc2ccccc2)c2ccccc2c1=O,-8%,-7,-6%,-3,-6%,55,-2%
COCC(=O)N1CCC(Oc2ccc(C(=O)N3CCN(C)C[C@@H]3C(C)C)cc2)CC1,-36%,2,1%,-2,?,-16,-2%
Cc1csc(NC(=O)CCn2c(=O)sc3ccccc32)n1,-20%,18,0%,4,?,-27,-5%
C=CCn1c(-c2cccn(Cc3ccc(Cl)cc3)c2=O)n[nH]c1=S,-16%,-6,-20%,-1,-3%,5,34%[activator]
C=CCC(NCc1ccco1)c1ccc(OC)cc1 (stereo not given),-5%,-16,2%,1,-4%,-31,9%
CCCCNc1nnc(CCn2nc(C)c(Br)c2C)s1,15%,21,-1%,7,-4%,?,33%[activator]
Cn1c(N)c(C(=O)COC(=O)Cc2ccc(Cl)c(Cl)c2)c(=O)n(C)c1=O,-9%,·,·,·,·,13,5%
CCc1ccc(-c2nc(CSCC(=O)N3CCN(c4ncccn4)CC3)c(C)o2)cc1,65%[activator],32,-2%,-4,?,?,6%
Cc1c(NC2=NC3(CCCCC3)Cc3ccccc32)c(=O)n(C)n1-c1ccccc1,-25%,-1,3%,1,-4%,10,18%
O=C(CCS(=O)(=O)c1cccc2nonc12)N1CCCc2ccccc21,-7%,44,4%,4,-2%,37,-7%
CCn1cc(C(=O)NCc2cccnc2)c2cc(OC)c(OC)cc2c1=O,-6%,-8,-6%,-1,3%,-1,?
Cc1ccc(C(=O)CN2C(=O)NC3(CCCCC3C)C2=O)s1 (stereo not given),-1%,·,·,·,-4%,-9,13%
O=C(NCc1ccncc1)Nc1ccccc1F,1%,7,3%,2,2%,49,-1%
O=C(NCCCCNC(=O)c1ccco1)c1ccco1,-8%,-5,12%,0,-14%,16,-2%
Nc1ccc(S(=O)(=O)NC(Cc2ccccc2)C(=O)O)cc1 (stereo not given),-14%,-12,-7%,-1,1%,6,7%
CC1(C)CC(c2nc(-c3ccc(Br)cc3)cs2)CCS1 (stereo not given),-22%,13,2%,7,?,-37,0%
NC(=O)c1c(NC(=O)C2CCCO2)sc2c1CCC2 (stereo not given),-24%,42,-19%,14,?,-1,10%
CN(O)C(=O)Nc1ccc([N+](=O)[O-])cc1,-26%,3,1%,10,5%,-25,-5%
CSc1nc(C)c(Cc2c(F)cccc2Cl)c(=O)[nH]1,-13%,-3,2%,-2,7%,?,-6%
COc1ccccc1Nc1nnc(SCC(=O)N2CC(=O)Nc3ccccc32)s1,-22%,-5,3%,1,?,11,8%[11.6 µM]
CC(C)(C)NC(=O)CN(Cc1ccc2c(c1)OCO2)C(=O)CNC(=O)c1cccs1,-18%,-4,1%,-1,-2%,·,·
O=C(O)CC(Cc1ccccc1)c1ccc2c(c1)OCO2 (stereo not given),-13%,8,20%,1,2%,75,-17%
COc1ccc(NC(=O)CSc2nc3ccsc3c(=O)n2Cc2ccccn2)c(OC)c1,33%,27,5%,14,2%,-10,-27%
Cc1cccc(-c2c3c(=O)n(C)c(=O)n(C)c3cn2C2CCCCC2)c1,-10%,25,·,-1,3%,14,0%
CCC1(OC(=O)CN)C(=O)OCc2c1cc1n(c2=O)Cc2cc3ccccc3nc2-1 (stereo not given),20%,4,-3%,1,1%,·,-3%
NNC(=S)NCCc1ccccc1,-37%,30,-29%,8,0%,-32,12%
O=S(=O)(c1cccs1)N1CN(Cc2ccccc2)c2nc3ccccc3nc21,-18%,15,-8%,-3,?,-5,-1%
O=C1CCCN1CCC(=O)N1CCCC(CO)(Cc2ccccc2)C1 (stereo not given),-1%,74*,-1%,55*,5%,41,0%
CC(C(=O)NCCCN1CCOCC1)n1cccc1C(=O)c1ccccc1 (stereo not given),-10%,-4,1%,-2,-12%,-27,-3%
CCN(CC)c1ncnc2c1cnn2C,-2%,3,2%,1,-9%,-10,4%
O=C(Nc1nccs1)c1ccc(COc2ccccc2)o1,-10%,84*,3%,50*,4%,22,-14%
Nc1nc(SCC(=O)Nc2cc(C(F)(F)F)ccc2Cl)[nH]c(=O)c1NC(=O)c1ccco1,-29%,-1,·,-2,3%,-19,2%
CC(=O)c1cc(-c2ccccc2)[nH]c1N1CCOCC1,-4%,-7,1%,-1,-3%,13,-19%
Oc1ccc2ccccc2c1CN1CCCC1,-40%,-2,-8%,-3,-1%,-23,-4%
COc1ccc(C(=O)Nc2cccnc2)cc1,-15%,64,0%,26,0%,31,-3%
CCCOc1ccc(/C(O)=C2/C(=O)C(=O)N(CCCOC)C2c2cccnc2)cc1 (stereo not given),-6%,16,22%,-1,3%,24,-2%
COc1ccccc1CN1CCNC(=O)C1CC(=O)NC1CCCCCC1 (stereo not given),51%,-9,-4%,0,-10%,11,-5%
O=C(Nc1ccccc1)c1cc([N+](=O)[O-])ccc1NC1CCCCC1,-12%,1,-7%,0,-11%,63,-9%
CCOc1ccc(Nc2nc(Cl)nc(NCCO)n2)cc1,-22%,-14,-3%,-3,-8%,17,-12%
C=CCNc1nc2ccccc2nc1NS(=O)(=O)c1ccc(OC)cc1,-19%,-2,-20%,-2,1%,-5,1%
Cc1cc(C)c2c(=O)[nH]c(SCc3ccc([N+](=O)[O-])cc3)nc2n1,-27%,15,-23%,-4,5%,16,-4%
COc1ccc(NC(=O)CC2C(=O)N(C)C(=S)N2CCc2ccccc2F)cc1 (stereo not given),13%,7,-6%,-4,-2%,?,-29%
O=C(NCc1ccccn1)c1cc(-c2ccncc2)nc2ccccc12,-10%,·,·,·,-18%,-8,20%
Clc1ccccc1Nc1nc2ccccc2o1,-19%,·,·,·,-7%,23,16%
CN1CCN(Cc2cc(=O)oc3ccc(Cl)cc23)CC1,-14%,-12,4%,-1,-8%,36,-13%
Cc1onc(-c2ccccc2)c1C(=O)Nc1cccc(S(=O)(=O)N2CCCCC2)c1,-21%,·,·,·,·,-7,7%
CCCCn1c(N)c(N(CCOC)C(=O)c2cc(C)oc2C)c(=O)[nH]c1=O,1%,·,·,·,?,-11,2%

Next part:
SMILES,AmpC no deterg,Shiga inhibitor,FBPA Giardia inh,CHX counter,AmpC detergent,HCMV antiviral,AMA1 RON2 block
Cc1ccc2c(CC(=O)NCc3cccs3)coc2c1,-20%,78*,12%,29*,1%,141,2%
CNC(=S)N(Cc1ccc(OC)cc1)Cc1cc2cc(C)ccc2[nH]c1=O,85%[activator],-7,2%,-4,1%,46,1%
CC(C(=O)N1CCc2ccccc21)N1CCN(Cc2ccc(Cl)cc2)CC1 (stereo not given),111%[activator],-13,-6%,-3,-4%,-6,-3%
O=C(CCN1C(=O)/C(=C/C=C/c2ccccc2)SC1=S)Nc1nccs1,-39%,30,4%,11,-2%,28,-17%
O=C(O)c1ccc2c(c1)C(=O)N(c1cc(C(=O)O)ccc1Br)C2=O,-11%,-2,0%,-3,-6%,9,-13%
CC1CCCC(C)N1S(=O)(=O)c1ccc(NC(=O)CNC2CCCC2)cc1 (stereo not given),-2%,-12,·,-3,-2%,-10,25%
O=[N+]([O-])c1ccc(-c2c(O)c3ccccc3c3nc4ccccc4nc23)cc1,-15%,-2,4%,-5,-2%,0,-9%
O=C(N/N=C/c1ccccn1)C(=O)N1CCCCCC1,-13%,1,18µM*,-3,-1%,181,111%[activator]
Cc1c(NC(=O)c2cn3ccccc3n2)cccc1-n1cnnn1,-11%,33,-4%,15*,2%,8,5%
Cc1ccc(-n2ncc3c(N4CCN(c5ccccc5)CC4)ncnc32)c(C)c1,-2%,44,5%[12.9 µM],24*,-13%,-82*,4%
O=C(/C=C/c1ccccc1)Nc1cccc(S(=O)(=O)Nc2ccccc2F)c1,-28%,39*,0%,10,-5%,-33,-16%
CCCNC(=O)CSc1nc(-c2cccs2)cc(C(F)(F)F)n1,1%,15,·,-2,-1%,-19,21%
Cc1csc(SC(C)C(=O)Nc2ccc(Cl)cn2)n1 (stereo not given),-24%,-5,1%,-4,-12%,-28,-7%
COC(=O)CSc1nc(C)c2ccc(OC)cc2n1,-7%,45*,-5%,43*,?,30,0%
CC(C)C(=O)Nc1cccc(C(=O)Nc2nccs2)c1,-22%,38,-1%,15*,-13%,19,3%
